HCV NS3 hel inh – blocks Hepatitis C virus NS3 helicase unwinding. NS3 helicase DNA unwinding, Cy5 molecular beacon fluorescence. inhibition, % at 10.9 µM. actives 0.56% (n = 290,000). AID 1800;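 active = inhibition above the mean of all tested compounds plus 3 SD, set per campaign, cut at about 35% in these data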;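 note: 0% = DMSO wells and 100% = thioflavine S control wells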
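Control set: DMSO versus 110 µM thioflavine S; Material: NS3 helicase fragment of HCV; Measured by: Cy5 fluorescence at 0 and 60 min, beacon hairpin quenching; Read-out basis: percent inhibition from t60/t0 fluorescence ratio; Times: reaction time 60 min, 25 °C; Repeats: single replicate; Compound dosing: single dose, 10.9 µM nominal final, DMSO 0.8% final.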
SUMO HTRF inh – inhibitors of human SUMOylation (UBC9). AID 2006. HTRF SUMOylation assay, SAE1/SAE2 + UBC9, in vitro. inhibition, % at 35 µM. actives 0.36% (n = 290,000); in the data active = inhibition above about 50%, passing the limit was not always enough; note: strong numbers were not always called active
Target sequence (P63279 whole entry, looked up): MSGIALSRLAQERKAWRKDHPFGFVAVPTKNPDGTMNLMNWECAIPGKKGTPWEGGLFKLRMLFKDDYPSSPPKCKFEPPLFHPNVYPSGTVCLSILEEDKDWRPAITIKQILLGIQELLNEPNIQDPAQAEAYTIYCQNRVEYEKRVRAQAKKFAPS
VIM-2 inhibitor – inhibitors of Pseudomonas aeruginosa VIM-2 metallo-beta-lactamase; inhibition, % at 5.6 µM; AID 1527; purified VIM-2, nitrocefin hydrolysis, epi-absorbance fluorescence; actives 0.89% (n = 290,000);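 active = inhibition above the mean of all tested compounds plus 3 SD, cutoff set per screening run, cut at about 7.5% in these data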;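 note: red hydrolysis product quenches plate fluorescence so inhibitors raise well fluorescence; 0% = enzyme with DMSO and 100% = DMSO without enzyme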
IMP-1 inh – blocks Pseudomonas aeruginosa IMP-1 metallo-beta-lactamase; purified IMP-1, nitrocefin hydrolysis, epi-absorbance fluorescence; inhibition, % at 5.6 µM; actives 0.45% (n = 290,000); AID 1556;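 active = inhibition above the mean plus 3 SD of all compounds in the same screening run, cut at about 4.5% in these data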;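 note: 0% = IMP-1 with DMSO and 100% = DMSO wells lacking enzyme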
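System: purified IMP-1; amount: IMP-1 0.2 nM before substrate addition; compound: single dose, 5.6 µM; times: 25 °C, 15 min preincubation, 25 min reaction; signal: Epi-absorbance via hydrolysed-nitrocefin quenching of white-plate fluorescence, 480/530 nm, EDTA stop; benchmarks: DMSO with and without IMP-1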
PfM18AAP inh – PfM18AAP enzyme inhibition; recombinant PfM18AAP, H-Glu-NHMec fluorogenic cleavage; inhibition, % at 7.35 µM; actives 1.2% (n = 290,000);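 active = inhibition above the campaign mean inhibition over all tested compounds plus 3 SD, cut at about 28% in these data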;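 note: 0% = plate median of test compound wells and 100% = 2 mM ZnCl2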
MEKK2 mut-MEK5 – signal of MEK5 binding to mutant human MEKK2 PB1 domain. bead flow cytometry, Alexa488-MEK5 binding to MEKK2 mutant. percent response, % at 10 µM. actives 0.35% (n = 290,000); in the data active = percent response above about 24%, passing the limit was not always enough; note: inactives centre near 1; some results filed as inactive read as strong as hits
NALP1 inh – NALP1 inhibition; S. cerevisiae NALP1/ASC/caspase-1 growth, X-gal OD620, 72 h; inhibition, % at 10 µM; actives 0.61% (n = 280,000); AID 2071; in the data active = inhibition mostly above about 24%, no sharp cut-off; inactive = mostly below about 32%; note: some compounds called inactive have numbers as strong as hits
MEKK2 WT-MEK5 – raises or lowers MEK5 binding to wildtype human MEKK2 PB1 domain. Q9Y2U5. bead flow cytometry, Alexa488-MEK5 binding to MEKK2 WT; actives lie on both sides. binding response (% of control), % at 10 µM. actives 1.1% (n = 290,000). AID 1531; in the data active = binding response below about 67% or above about 130%
DNA FID counter – counter-screen for HCV NS3 helicase inhibitors: DNA intercalator displacement. actives 0.17% (n = 290,000). DNA fluorescent intercalator displacement, fluorescence. inhibition, % at 7.9 µM; in the data active = inhibition above about 37%;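 note: 0% = vehicle and 100% = reference compound; higher means more ethidium bromide displaced from hairpin DNA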
Active calls of the source: *; · = not tested or not shown. An excerpt; the hit share may differ from the screen's.

The line under a structure holds: HCV NS3 hel inh, SUMO HTRF inh, VIM-2 inhibitor, IMP-1 inh, PfM18AAP inh, MEKK2 mut-MEK5, NALP1 inh, MEKK2 WT-MEK5, DNA FID counter
Cc1cc(C=O)c(C)n1CC1CCCO1 (stereo not given)
  7.8, 24.4, -1.9, -4.7, 2.4, 5.0, 1.5, 118.0, -0.6
C1=C(c2c[nH]c3ccccc23)CCNC1
  -4.1, 32.2, 0.4, 0.7, -1.3, 99.0*, -9.2, 173.0*, -1.2
CN(C)P1(N(C)C)=Nc2c(c(N)nn2C)C(c2ccccc2)=N1
  2.1, 1.0, -2.0, -2.5, 3.1, 1.0, 14.7, 100.0, -2.5
CCc1ccc(N2C(=O)NC(=O)/C(=C/c3ccsc3)C2=O)cc1
  21.6, -3.7, -0.2, -2.7, 5.2, -8.0, 24.8, 89.0, -23.8
Nc1ccc(S(=O)(=O)N2CCCCC2c2cccnc2)cc1 (stereo not given)
  14.0, 24.8, -6.1, -3.5, 11.5, 5.0, -7.0, 107.0, -13.8
CN(C)C1=NC(N(C)C)=NP(N(C)C)(N(C)C)=N1
  -4.5, 18.9, -0.1, -0.8, -5.7, 1.0, -9.7, 87.0, 4.1
CC(C)(C)c1nc(N2CCN(C(=O)c3ccco3)CC2)c2nnn(Cc3ccccc3Cl)c2n1
  -5.2, -31.9, -0.9, -2.5, -10.9, 3.0, 5.3, 106.0, -11.2
CCC(=NCCCN(CC)CC)c1c(O)n(-c2ccccc2)c(=O)[nH]c1=O
  -2.8, 13.5, -1.7, -2.2, 5.4, -2.0, -10.1, 95.0, 3.5
Cc1c(P(=S)(c2ccccc2)c2ccccc2)[n+]2ccccc2n1C
  -2.8, 5.4, -1.7, -3.3, 1.9, 0.0, -4.6, 99.0, 10.2
Cc1cc(C=C2C(=O)N(C)C(=S)N(C)C2=O)c(C)n1-c1ccncc1
  23.1, 5.8, -2.9, 17.9*, 11.0, -11.0, -9.3, 74.0, -13.3
CCOP(=O)(OCC)C(O)c1ccc2c(c1)OCO2 (stereo not given)
  8.5, 26.6, -2.1, -1.2, -17.7, 3.0, 28.0, 100.0, -3.1
CCOC(=O)c1ccc(N=Cc2c(O)n(-c3ccc(OC)cc3)c(=S)[nH]c2=O)cc1
  -1.7, 23.3, -3.1, -3.5, -8.8, 0.0, 15.1, 107.0, -7.5
CN1CCC(N2CC3CC(C2)c2cccc(=O)n2C3)CC1 (stereo not given)
  -0.8, 24.6, -3.6, -1.9, 2.3, 5.0, 18.6, 94.0, 3.5
CCn1c(O)c(C=Nc2ccc(S(N)(=O)=O)cc2)c(=O)n(CC)c1=S
  9.1, 12.5, -3.0, 1.2, 2.7, -1.0, 12.4, 98.0, -5.2
O=C(O)c1ccc(Cl)nc1
  -1.3, -2.4, -1.6, -3.0, 1.4, -1.0, ·, 100.0, 1.8
CCn1cc(C(=O)N2CCC3(CC2)OCCO3)c(=O)c2cc(S(=O)(=O)N3CCCC3)ccc21
  7.1, 9.7, -2.0, -0.5, 0.8, -5.0, 33.2, 90.0, -9.1
CN(C)c1ccc(/C=C/C=C2/C(=O)NC(=O)N(c3ccccc3)C2=O)cc1
  9.7, -14.2, -2.2, -3.3, 4.2, -8.0, -8.5, 97.0, 0.3
CC(NCc1ccc(Cl)cc1)C(O)c1ccccc1 (stereo not given)
  2.9, -6.4, 1.0, -1.4, -6.4, 5.0, -4.6, 108.0, 6.7
CCCC(C)n1[nH]c(=O)c2c1NC(=O)CSC2c1ccc(OC)cc1 (stereo not given)
  11.5, 4.4, -0.7, -2.6, 8.5, ·, 11.1, ·, -2.4
COC(=O)c1ccc(-n2c(C)nc3ccccc3c2=O)cc1
  2.7, 16.3, -3.6, -0.1, -3.0, -13.0, -3.4, 92.0, -3.5
Cc1cccc(-n2c(O)c(C=NC34CN5CN(CN(C5)C3)C4)c(=O)[nH]c2=O)c1
  3.2, 21.8, -2.0, -3.2, 4.3, -2.0, -10.4, 99.0, -4.5
Cc1ccc(N(C)C(=O)Oc2ccc(C(=O)c3ccc(Cl)cc3)cc2)cc1
  11.1, -4.8, -0.4, -0.7, -0.6, -3.0, 24.5, 98.0, -1.4
O=C1NC(=O)C2(Cc3ccccc3N3CCCC32)C(=O)N1c1cccc(Cl)c1 (stereo not given)
  3.2, 4.1, -2.4, -2.4, -7.9, -8.0, 12.8, 85.0, -11.9
Clc1ccc(C2N3CCCN23)c(Cl)c1 (stereo not given)
  10.2, 3.5, -4.6, -0.6, -1.2, 1.0, 1.6, 101.0, -1.0
O=C(c1cccc2ccccc12)C1CCCN(C2CCC2)C1 (stereo not given)
  -36.8, 17.9, 0.7, -0.7, -2.2, 1.0, 8.8, 111.0, 3.6
Cc1ccccc1-n1c(-c2ccc([N+](=O)[O-])cc2)nc2ccccc2c1=O
  -3.8, 4.6, -1.0, -2.7, 5.1, -1.0, 39.3, 100.0, -4.8
CN1C(=O)C(Cc2cccs2)C(=O)N(C)C1=O
  -7.6, 14.5, -0.3, 0.5, 7.8, 0.0, -10.3, 99.0, -2.0
COc1cc(/C=N/NP(=S)(c2ccccc2)c2ccccc2)ccc1O
  -7.5, 8.1, -5.6, -3.2, -20.5, 3.0, -23.7, 109.0, -8.7
O=C(Nc1ccccc1F)OC1CN2CCC1CC2 (stereo not given)
  12.7, 27.8, 3.1, 0.3, -7.5, -21.0, -5.0, 69.0, 3.2
C[C@@H]1O[C@@H](O[C@H]2C[C@@H](O)[C@]3(CO)[C@H]4[C@H](O)C[C@]5(C)[C@@H](C6COC(=O)C6)CC[C@]5(O)[C@@H]4CC[C@]3(O)C2)[C@H](O)[C@H](O)[C@H]1O (stereo not given in full)
  1.9, 2.9, -2.9, -3.9, -6.7, 2.0, 15.6, 105.0, -3.3
CCc1cc2c(s1)N(CC(=O)OC)C(=O)CN=C2c1ccccc1OC
  -1.2, -3.3, -5.9, -3.0, -2.7, -2.0, 6.2, 94.0, -30.3
COC(=O)c1ccc(COc2cc(C)cc3oc(=O)c4c(c23)CCCC4)o1
  2.1, 12.3, 0.3, 0.9, 0.5, 3.0, -3.9, 96.0, 2.3
CN(C)C(CNC(=O)Cc1ccc(Br)cc1)c1ccccc1 (stereo not given)
  0.5, 10.0, -2.6, -3.5, -5.0, 0.0, 11.2, 98.0, 1.0
CN1C(=O)/C(=C\N2CCc3ccccc32)C(=O)NC1=S
  13.0, 7.4, -4.4, -3.6, 8.5, 1.0, -1.7, 110.0, -11.1
O=C1CC(c2ccccc2)CC(O)=C1C=NCCN1CCN(C(=O)Cc2ccccc2)CC1 (stereo not given)
  1.5, 1.2, -5.6, -4.7, 0.7, 4.0, 1.7, 106.0, -43.5
CC1CCC(NC(=O)CNC(=S)N2CC3CC(C2)c2cccc(=O)n2C3)CC1 (stereo not given)
  5.8, ·, -3.9, -0.6, 3.0, 1.0, 5.9, 103.0, -14.9
CC1CCCCC1NC(=O)CNC(=S)N1CC2CC(C1)c1cccc(=O)n1C2 (stereo not given)
  4.3, ·, 0.1, -1.5, -2.8, -4.0, 0.0, 99.0, -12.2
CC1CCCN(c2ccc(C(=O)N3CCC4(CC3)OCCO4)cc2[N+](=O)[O-])C1 (stereo not given)
  8.7, 0.0, -2.1, -4.1, 4.1, 0.0, -12.7, 100.0, -29.4
O=c1cccc2n1CC1CC2CN(c2ncnc3c2cnn3-c2ccc(Cl)cc2)C1 (stereo not given)
  ·, 14.9, ·, ·, ·, 2.0, -0.5, 107.0, ·
Clc1cccc(C2NCc3ccccc3-n3cccc32)c1 (stereo not given)
  -5.2, 0.4, -1.3, -2.8, -2.6, -1.0, 25.2, 106.0, 3.5

Part of the list above, reduced to DNA FID counter:
Molecule | DNA FID counter
O=C1CC(c2ccccc2)CC(O)=C1C=NCCN1CCN(C(=O)Cc2ccccc2)CC1 (stereo not given) | -43.5
CC1CCC(NC(=O)CNC(=S)N2CC3CC(C2)c2cccc(=O)n2C3)CC1 (stereo not given) | -14.9
CC1CCCCC1NC(=O)CNC(=S)N1CC2CC(C1)c1cccc(=O)n1C2 (stereo not given) | -12.2

Entries listed so far that have a furan ring, fused or not:
The line under a structure holds: HCV NS3 hel inh, SUMO HTRF inh, VIM-2 inhibitor, IMP-1 inh, PfM18AAP inh, MEKK2 mut-MEK5, NALP1 inh, MEKK2 WT-MEK5, DNA FID counter
CC(C)(C)c1nc(N2CCN(C(=O)c3ccco3)CC2)c2nnn(Cc3ccccc3Cl)c2n1
  -5.2, -31.9, -0.9, -2.5, -10.9, 3.0, 5.3, 106.0, -11.2
COC(=O)c1ccc(COc2cc(C)cc3oc(=O)c4c(c23)CCCC4)o1
  2.1, 12.3, 0.3, 0.9, 0.5, 3.0, -3.9, 96.0, 2.3

Other records follow:
The line under a structure holds: HCV NS3 hel inh, SUMO HTRF inh, VIM-2 inhibitor, IMP-1 inh, PfM18AAP inh, MEKK2 mut-MEK5, NALP1 inh, MEKK2 WT-MEK5, DNA FID counter
CN1CC2([N+](=O)[O-])CC=C(Cl)C([N+](=O)[O-])(C1)C2 (stereo not given)
  7.2, 1.2, -2.6, -2.5, 4.4, 3.0, -3.6, 101.0, -3.0
Cc1cccc(C(O)(C(=O)NNC(=O)CN2CCN(C)CC2)c2cccc(C)c2)c1
  -2.0, 13.2, -2.6, -3.3, 1.7, 1.0, 24.6, 98.0, 11.9
CN1CCN(c2cccc3c2C(=O)c2ccccc2C3=O)CC1
  13.9, 2.5, 6.7, -4.9, 3.8, -1.0, 10.0, 110.0, 59.5*
COC(=O)C1=COC(C)C2CN3CCC4(C(=O)Nc5ccccc54)C3CC12 (stereo not given)
  ·, -3.1, ·, ·, ·, 3.0, -8.1, 106.0, ·
O=C(c1cc(=O)[nH]c2ccc(Br)cc12)N1CCC2(CC1)OCCO2
  9.4, -17.2, -1.4, -0.6, -1.0, -2.0, -3.1, 100.0, -6.4
CC(C)Oc1ccc(Cc2c(O)[nH]c(=O)[nH]c2=O)cc1
  -12.1, 11.2, -2.3, -5.0, -4.7, -9.0, 6.6, 92.0, 2.0
Cc1c(NC(NC(=O)CF)C(Cl)(Cl)Cl)c(=O)n(-c2ccccc2)n1C (stereo not given)
  -3.9, 16.0, -1.2, -3.3, 5.6, -4.0, 19.3, 94.0, 3.3
O=C1NC(=S)N(Cc2ccco2)C(=O)/C1=C\c1cccs1
  51.6*, 94.2*, 1.6, 5.1*, 22.6, -52.0, 7.1, 90.0, -6.1
CC(=O)Nc1ccccc1C(=O)C(=O)Nc1cccc(C(=O)N2CCC3(CC2)OCCO3)c1
  -7.7, 3.7, -1.7, 0.7, 2.4, 0.0, -2.6, 99.0, -8.8
O=C1NC(=O)N(c2ccc(F)cc2)C(=O)/C1=C/c1ccc2c(c1)CCCN2Cc1ccccc1
  -6.6, 16.6, -0.6, -1.3, 3.5, 4.0, 22.2, 69.0, -6.1
COc1ccc(-n2c(-c3ccco3)nc3ccccc3c2=O)cc1
  5.5, -0.7, -3.6, -2.8, -0.8, -8.0, -4.1, 94.0, 1.4
CC12CC[C@H]3[C@@H](CCC4(O)C[C@H](O)CCC34/C=N/NC(=O)c3ccccc3F)C1(O)CCC2C1=CC(=O)OC1 (stereo not given in full)
  -6.3, -6.9, -1.2, 0.2, -5.5, -12.0, ·, 79.0, -36.7

Source: PubChem BioAssay (several laboratories)
